Source: PubChem (several laboratories)
eLon inh: inhibitors of E. coli Lon protease, primary screen, biochemical, fluorescence polarization. purified E. coli Lon protease. inhibition, % at 7.94 µM. actives 0.42% (n = 360,000); in the data active = inhibition above about 13%, passing the limit was not always enough;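 also: 0% = enzyme with probe and DMSO and 100% = no enzyme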
FAS-TE inh: FAS thioesterase domain inhibitors, primary screen, biochemical, fluorescence intensity, uHTS | Fatty acid synthase (Homo sapiens), P49327 | actives 0.67% (n = 360,000) | inhibition, % at 15 µM | recombinant FAS-TE, OMFH fluorogenic substrate, fluorescence endpoint;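 active = compounds whose normalised, plate-corrected inhibition of enzyme fluorescence in the single-dose primary screen is 50% or more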;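 also: 0% = DMSO with enzyme and 100% = substrate without enzyme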
MsrA inh: bovine MsrA enzyme inhibitors, primary screen, biochemical, absorbance, HTS; actives 0.75% (n = 360,000); purified bovine MsrA, absorbance read-out; inhibition, % at 15.5 µM; Methionine sulfoxide reductase A (Bos taurus); in the data active = inhibition above about 4.5%;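 also: 0% = vehicle wells with enzyme and 100% = reference inhibitor wells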
NRP1-CendR mod: modulators of CendR peptide binding to NRP-1, primary screen, biochemical, fluorescence polarization, uHTS; Neuropilin-1 (Homo sapiens), O14786; FAM-RPARPAR peptide binding to NRP-1; inhibition, % at 25 µM; actives 0.85% (n = 360,000);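 active = inhibition or corrected inhibition above about 18%, plus a signal ratio from 0.5 to 1.5, limit read from the data, passing the limit was not always enough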; also: strong numbers were not always called active
MsrA act: bovine MsrA enzyme activators, primary screen, biochemical, absorbance, HTS; actives 0.3% (n = 360,000); activation, % at 10.6 µM; purified bovine MsrA, absorbance read-out; Methionine sulfoxide reductase A (Bos taurus); in the data active = activation above about 7.5%;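 also: 0% = vehicle and 100% = reference activator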
PABP1 MLLE inh: inhibitors of PABP1 MLLE–PAM2 peptide binding, primary screen, biochemical, fluorescence polarization, FITC-PAM2, GST-MLLE. Polyadenylate-binding protein 1 (Homo sapiens), P11940. actives 0.36% (n = 360,000). inhibition, % at 20 µM. AID 588489, 2011; in the data active = inhibition above about 35%, passing the limit was not always enough;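 also: plate controls were DMSO wells with GST-MLLE for no effect and wells lacking GST-MLLE protein for full effect; some results filed as inactive read as strong as hits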
Tb MetRS inh: T. brucei MetRS inhibitors, primary screen, biochemical, luminescence. purified T. brucei MetRS, ATP depletion, Kinase-Glo luminescence. actives 0.4% (n = 360,000). AID 624268, 2012. inhibition, % at 11.9 µM. methionyl-tRNA synthetase (Trypanosoma brucei brucei);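 active = inhibition above a per-plate cutoff of the control wells' mean inhibition plus 3 SD, cut at about 5.5% in these data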;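 also: 0% = DMSO wells median and 100% = median of wells with control inhibitor compound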
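technique = Kinase-Glo luminescence, ATP depletion format | system = purified MetRS (methionyl-tRNA synthetase) enzyme from Trypanosoma brucei | timing = 15 min preincubation, 2 h reaction, all 25 °C | evaluation = percent inhibition versus plate control medians | dosing = single dose, 11.9 µM final nominal, 0.9% final DMSO | also added = substrates ATP, L-methionine and bulk Escherichia coli tRNA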
SKN-1 block: suppressors of acrylamide-induced Pgst-4::GFP reporter in worms, primary screen, SKN-1 inhibitor project, whole organism, uHTS, GFP/RFP fluorescence ratio, strain VP596; C. elegans VP596 Pgst-4::GFP/RFP ratio, 24 h; inhibition, % at 21.8 µM; actives 0.49% (n = 360,000); AID 624304, 2012;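 active = interference check ratio from 0.5 to 1.5 plus GFP to RFP signal ratio inhibition reaching or exceeding a fixed threshold, cut at about 30% in these data, passing the limit was not always enough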; also: some compounds called inactive have numbers as strong as hits
MT1-MMP act inh: blockers of MT1-MMP proenzyme processing, primary screen, HT1080 RFP-PRO-GFP cells, GFP/RFP fluorescence. actives 0.061% (n = 360,000). GFP/RFP ratio fluorescence, overnight; percent of plate control window, DMSO zero. GFP/RFP ratio change, % at 20 µM. Matrix metalloproteinase-14 (Homo sapiens), P50281;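 active = GFP/RFP ratio change of at least 30% with cell ATP level not reduced by more than half and red fluorescence within 50% of control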; also: strong numbers were not always called active
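Material – HT1080 RFP-PRO-GFP cells · Control set – DMSO wells and RFP-L50D-GFP cells · Incubation – overnight cell settling, then overnight compound exposure, 37 °C, 5% CO2 · Compound dosing – single-point 20 µM compound, 1% DMSO · Read-out – GFP/RFP fluorescence ratio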
The depositor's hits bear a star; x = no result given.

SMILES | eLon inh | FAS-TE inh | MsrA inh | NRP1-CendR mod | MsrA act | PABP1 MLLE inh | Tb MetRS inh | SKN-1 block | MT1-MMP act inh
Cc1ccc(OCc2nnc(NC(=O)c3ccco3)s2)c(C)c1 | 2 | -7 | 1.8 | -10 | -6 | -3 | -0.7 | -7 | 5
CC(C)n1cc(C(=O)N2CCCC(N3CCN(c4ccc(F)cc4)CC3)C2)cn1 (stereo not given) | -2 | -8 | -0.3 | 16 | 0 | -9 | 0.6 | 6 | 3
Cc1ccc(N(CC(=O)NC(C)(C)C)C(=O)CS(=O)CC(=O)Nc2ccc3c(c2)OCO3)cc1 (stereo not given) | 3 | -6 | 0.9 | -18 | -1 | -1 | -0.6 | -1 | 1
CCOc1ccc(C(=O)CCC(=O)Nc2cc(C)ccn2)cc1 | -13 | 4 | 1.8 | -15 | -4 | -10 | -0.3 | 0 | -3
CCC(C(=O)NC(C)CCc1ccccc1)n1nc(C)n2c(cc3occc32)c1=O (stereo not given) | -10 | 4 | x | -1 | 2 | 4 | -0.4 | -5 | -1
Fc1ccc2cnc(CCO[C@H]3CCCCO3)cc2c1 | -1 | -12 | 0.5 | -4 | -5 | -1 | -0.2 | 1 | 2
Cc1ccc(C(=O)NC2CCN(S(=O)(=O)c3ccccc3)CC2)cc1 | 4 | -1 | 1.7 | 5 | 0 | 3 | 0.4 | -8 | 0
N#Cc1ccc(CSc2nnc(-c3ccccc3)n2Cc2ccco2)cc1 | -4 | -8 | -0.7 | -9 | -2 | -28 | -0.5 | 7 | -4
Cc1cccc(OCc2nnc(SCC(=O)Nc3ncc(C)s3)o2)c1 | -5 | 1 | -0.7 | -5 | -2 | 8 | 0.1 | -12 | 1
Cc1cccc(N2CCN(C(=O)C3CCN(S(=O)(=O)c4cccc5nsnc45)CC3)CC2C)c1 (stereo not given) | -4 | 2 | 0.0 | 8 | -4 | 1 | -0.3 | 13 | 2
Cc1cc(NCc2cccnc2)no1 | 0 | 2 | 0.6 | 6 | -9 | 13 | -0.9 | -13 | 6
CCOC(=O)c1sc(NC(=O)c2c(OC)cccc2OC)nc1C | 4 | -1 | -0.1 | 6 | -6 | 5 | -0.7 | -8 | -2
O=C(c1n[nH]c(=O)c2ccccc12)N1CCN(c2ccc(F)cc2)CC1 | -2 | -12 | 1.4 | -9 | -8 | -7 | -0.8 | -23 | 0
C#CCOCCOCCOCCNc1nc(N2CCN(C(=O)[C@H]([C@@H](C)CC)n3cc([C@@H](N)CC(C)C)nn3)CC2)nc(N2CCN(C(=O)[C@H](Cc3ccc(O)cc3)n3cc([C@@H](N)C(C)CC)nn3)CC2)n1 (stereo not given in full) | -5 | -9 | -1.6 | 11 | 1 | 5 | -0.4 | 17 | -4
CC(C)(C)C(=O)NCc1ccc(C(=O)CSc2nnc3n2CCCCC3)s1 | 3 | -4 | 0.7 | -2 | -1 | -6 | -0.2 | 26 | -2
O=C(CN(Cc1ccccc1Cl)C(=O)CCC(=O)Nc1nccs1)NCC1CCCO1 (stereo not given) | 3 | -5 | 0.0 | 2 | -2 | 9 | 0.2 | 11 | -10
Cc1ccc2oc(C(=O)N3CCCCCC3)c(C)c2c1 | -4 | 3 | -0.8 | 26* | 3 | 9 | -0.6 | -18 | -6
CCCC(=O)N1CCC1(C)C(=O)NS(=O)(=O)c1cc(C)ccc1F (stereo not given) | -1 | -8 | -0.7 | -4 | -6 | -10 | -0.3 | 9 | 3
COc1ccc(-c2nc(C#N)c(NCc3ccccc3Cl)o2)cc1OC | 2 | -5 | -0.2 | 4 | -1 | 8 | 0.5 | 8 | 0
CCCCNC(=O)c1onc(CSc2ccccc2)c1C(=O)NCCCC | -2 | 18 | 0.9 | -4 | 1 | -10 | -0.3 | -5 | 0
Cc1ccc(Sc2ncccc2COC(=O)Nc2c(C)cccc2C)cc1 | -4 | 22 | -0.5 | 0 | -12 | 5 | 1.7 | -5 | -1
C=CCNC(=O)C1CCN(C(=O)c2ccc(-c3ccccc3)cc2)CC1 | -7 | -4 | -0.9 | -3 | 5 | 5 | -0.3 | 5 | -2
Cc1cc(C)nc(/N=C(\N)Nc2cccc(OCc3ccccc3)c2)n1 | -3 | -59 | -0.2 | -2 | 4 | -3 | -0.6 | 0 | -1
CC12CCC(C/C1=N/NC(=O)COc1ccccc1Cl)C2(C)C (stereo not given) | -6 | -7 | 1.9 | 4 | -2 | 2 | 0.3 | 0 | -3
COc1ccc(NC(=O)c2ccc(NC3CC(=O)N(c4ccc(C)cc4C)C3=O)cc2)cc1 (stereo not given) | -12 | -6 | 0.2 | 3 | -5 | 14 | 1.2 | 4 | 2
CCOC(=O)C(/C=C(\C#N)C(=O)OCC)=C(/N)N1CCN(c2ccccc2)CC1 | -1 | -4 | 6.8* | 12 | -3 | 2 | 40* | 13 | 1
Cc1c(NC(=O)C(c2ccccc2)c2ccccc2)cccc1C(=O)O | 0 | -9 | -0.5 | 20 | -9 | 3 | 0.2 | -9 | -2
CS(=O)(=O)Nc1ccccc1-c1cccc2nccn12 | 3 | -13 | -0.4 | -8 | -2 | -5 | 0.1 | 13 | 1
Cc1ccc(CNC(=O)C2CCN(S(=O)(=O)c3c(C)noc3/C=C/N(C)C)CC2)cc1 | -53 | 2 | 0.7 | -1 | -4 | 8 | 0.0 | 11 | 1
Cn1nnnc1SCCNC(=O)C1CCC(=O)N(CCc2ccccc2)C1 (stereo not given) | 4 | -9 | -0.2 | 22 | -3 | 4 | -0.1 | -14 | 0
N#Cc1c(N)nc2c(c1N)CC(=O)N2c1ccccc1-c1ccccc1 | -2 | -3 | 1.5 | -8 | -3 | 0 | -0.4 | 10 | -2
Cn1ncc(Cl)c1C(=O)Nc1ccncc1 | 7 | -3 | 0.2 | 4 | -4 | 2 | -1.8 | -15 | -5
CCNC(=O)N(C)[C@H]1C[C@H]2c3[nH]c4ccccc4c3CCN2C[C@H]1[C@H](C)O | -5 | -4 | -0.7 | 13 | -3 | 7 | 1.6 | 17 | 3
CCC(=O)NC(c1ccccc1Cl)c1c(O)ccc2ccccc12 (stereo not given) | 0 | 3 | 0.8 | 3 | -3 | 10 | -0.3 | 3 | 0
CCOC(=O)c1cc(S(=O)(=O)NCc2ccc3c(c2)OCO3)cn1C | -1 | -5 | 0.6 | -11 | -3 | -5 | 0.0 | -5 | -2
COc1ccc([N+](=O)[O-])cc1NS(=O)(=O)c1ccccc1 | -1 | 4 | 2.9 | -1 | 2 | 2 | -0.3 | 3 | -1
Cc1ccc(CN(C)C(=O)CCc2c[nH]c3ccccc23)o1 | 3 | -4 | 1.0 | 0 | -3 | -5 | 0.3 | -7 | 0
CC1(C(=O)NCC(F)(F)F)CCN1C(=O)C1(c2ccccc2)CC1 (stereo not given) | -1 | -11 | -0.2 | 3 | 1 | -18 | 0.6 | 8 | -1
CC(=O)Nc1ccc(C(=O)CSc2nnc(Cc3ccccc3)o2)cc1 | -13 | -7 | -0.8 | -14 | -5 | -10 | -0.6 | -13 | 1
COc1cc(/C=N/Nc2ccc(Cl)c(C(=O)O)c2)ccc1OCC(=O)N1C(C)CCCC1C (stereo not given) | 14 | 1 | x | 5 | -2 | -2 | 0.2 | 2 | -2
COc1ccc(CCC(=O)OCC(=O)NC2CCCC2)cc1OC | -2 | -3 | -1.2 | 15 | -2 | -12 | -0.2 | -9 | 3
Cc1ccc(NC(=O)c2cccc(OC(F)F)c2)c(OC(F)F)c1 | 15 | 6 | -0.4 | 8 | -2 | -10 | -0.7 | 8 | -1
COc1ccc(-n2c(C)nc3c(cnn3-c3ccccc3)c2=O)cc1 | 4 | 1 | -0.1 | -1 | -1 | 1 | -0.7 | 8 | -2
CCc1cc(C(=O)OC)c(NC(=O)CN2CCN(C(=O)c3ccco3)CC2)s1 | -10 | 9 | -0.9 | 26* | -10 | 12 | -0.7 | 4 | 2
O=C(NCc1cccs1)c1cccc(N2CCCC2=O)c1 | 8 | -5 | -1.1 | -6 | 0 | 6 | -0.1 | 6 | -7
O=C(c1ccco1)N1CCN(C(=O)C2CCN(S(=O)(=O)Cc3ccccc3)CC2)CC1 | 5 | 1 | 0.2 | 2 | 1 | -4 | -0.5 | 2 | -1
O=C(Nc1ccccc1)c1ccc(NC(=O)C2CC2)cc1 | 6 | -7 | 1.9 | -16 | -4 | -3 | -0.2 | 5 | 3
CCn1c(C)c(C(C)=O)c(NCc2ccccc2)nc1=S | -3 | 4 | 1.5 | -12 | -14 | 17 | -1.0 | -5 | -9
CC(C)(C)NC(=O)c1cccc(NC(=O)c2ccc3c(c2)C(=O)N(C(C)(C)C)C3=O)c1 | -3 | -14 | 1.3 | -6 | -2 | -2 | -0.2 | -4 | 1
CC1=NN(C(C#N)c2ccccc2C)C(C)(C)C1 (stereo not given) | 9 | -12 | 0.9 | -5 | -3 | -7 | -0.4 | -2 | -1
O=C(O)c1cccc2c1C(=O)c1cc([N+](=O)[O-])ccc1-2 | -11 | 2 | 0.9 | 14 | -2 | 12 | -0.4 | -8 | 7
Cc1cccn2c(=O)c3cc(C(=O)NCCN4CCOCC4)n(C)c3nc12 | -6 | -4 | 2.2 | 7 | -3 | -1 | 0.1 | 6 | 2
CCOC(=O)Cn1c(=NC(=O)C2CC2)sc2c(C)cc(C)cc21 | -3 | 6 | 0.2 | 7 | -3 | 6 | 0.4 | -3 | 2
O=S1(=O)N=C(Oc2ccccc2)c2ccccc21 | -4 | -10 | -0.1 | -7 | -1 | 4 | 0.0 | -5 | 1
O=C(COc1ccc(Br)cc1CO)Nc1ccccc1F | -8 | -2 | 1.0 | 3 | -9 | -8 | -1.3 | 10 | 2
O=C(COC(=O)/C=C/c1nc2ccccc2s1)Nc1cccc2ccccc12 | -7 | 1 | -0.7 | -4 | -4 | -8 | 0.1 | 5 | 2
